Growth percent in the NCI-60 one-dose screen (48 h, 10 µM unless noted): 100 = growth as untreated, 0 = no growth, -100 = all killed.
MDA-MB-468: MDA-MB-468 breast cancer. 78,000 tested, 8.5% active
SR: SR leukemia cells | 73,000 tested, 8.7% active
MOLT-4: MOLT-4 leukemia cells. 80,000 tested, 6.9% active. AID 1794779
MDA-MB-231: MDA-MB-231 breast cancer. 81,000 tested, 5% active
CCRF-CEM: CCRF-CEM leukemia. 77,000 tested, 7% active. AID 1794778
MCF7: MCF7 breast cancer. 82,000 tested, 6.3% active
K-562: K-562 leukemia. 78,000 tested, 7.4% active. AID 1794777
RPMI-8226: RPMI-8226 leukemia cells. 77,000 tested, 7.5% active. AID 1794781
Numbers without * were called inactive; x = no result given; & = joins results of further samples; [ ] = remark or other dose. The calls were made as follows: active = growth percent below 10; inactive = the rest.

Order of values: MDA-MB-468	SR	MOLT-4	MDA-MB-231	CCRF-CEM	MCF7	K-562	RPMI-8226
1	C=C(C)[C@@H]1CC[C@]2(C(=O)N3CCN(C)CC3)CC[C@]3(C)[C@H](CC[C@@H]4[C@@]5(C)C/C(=C/c6cc(C(F)(F)F)cc(C(F)(F)F)c6)C(=O)C(C)(C)[C@@H]5CC[C@]43C)[C@@H]12
  103	86	83	101	93	97	87	91
2	CC1CN(CC(=O)Nc2cccc(Cl)c2)CC(C)O1 (configuration not stated)
  109	90	86	115	87	95	109	95
3	COc1cc(C=NNC(=O)c2ccc3nc(-c4c(C)nn(-c5ccccc5)c4N4CCOCC4)[nH]c3c2)ccc1O
  121	85	90	99	104	105	91	105
4	CCCCCCCCSC1=CC(=O)C(OC)=C(OC)C1=O
  -75*	x	-5.2*	24	-16*	13	3.6*	-24*
5	CC(=O)CC(=O)Nc1c(C#N)nnn1-c1ccc(S(N)(=O)=O)cc1
  97	97	98	82	89	93	x	87
6	COc1ccc(-c2cc(-c3ccccc3)nc3nc(NC(C)=O)nn23)cc1
  101	86	105	93	105	89	105	97
7	Cc1ccc(-c2ccn(C3=C(c4cccs4)NC(=S)NC3C)c(=O)n2)o1 (configuration not stated)
  111	94	86	111	88	87	91	100
8	Brc1ccc2[nH]cc(-c3nc(-c4c[nH]c5ncccc45)cs3)c2c1
  44	9.2*	18	25	30	32	4.7*	40
9	COC(=O)Cc1ccccn1
  103	86	91	114	98	100	97	97
10	Cc1ccc2oc(=O)cc(COc3ccc(N=Cc4ccccn4)cc3)c2c1
  95	84	92	101	95	81	91	99
11	Cc1c(-c2ccc3c(c2)OCCO3)cccc1-c1nnc([C@H](N)CO)o1
  96	103	109	103	97	95	91	x
12	O=C1c2ccc(S(=O)(=O)O)cc2C(=O)c2ccc(S(=O)(=O)O)cc21
  114	98	102	82	113	99	116	107
13	NC(=O)c1ccc(-c2nc(CSc3nc4ccccc4s3)no2)cc1
  103	107	110	103	112	91	106	109
14	Cc1ccc(OCCCCCCNCCO)c(C)c1
  -16*	11	11	18	7.2*	9.1*	7.0*	9.4*
15	CCOC(=O)C1=C(N)N(c2ccccc2)C2=C(C(=O)CC(C)(C)C2)C1c1ccccc1OC (configuration not stated)
  89	95	105	93	100	90	97	100
16	Fc1ccc(C2Cn3nccc3N2)cc1 (configuration not stated)
  114	105	109	98	113	97	95	113
17	CCc1c(N)nc(N)nc1Cl
  x	122	86	106	97	100	104	x
18	COc1cc(-c2c3c(cn2CCN2CCOCC2)-c2oncc2CC3)cc(OC)c1OC
  101	103	117	90	42	85	106	105
19	NS(=O)(=O)c1cc2c(cc1Cl)NCNS2(=O)=O
  102	112	114	87	112	99	117	109
20	CN1C2CCC1CC(OC(=O)c1c[nH]c3ccccc13)C2 (configuration not stated)
  92	103	101	90	74	92	x	107
21	O=C(NO)c1ccc(Cn2ccc3c(NCc4ccccc4)ncnc32)cc1
  -19*	13	3.8*	-18*	8.4*	9.8*	12	17
22	NC(=O)Cc1cccc2ccccc12
  98	125	111	107	99	98	143	108
23	Nc1c(C(=O)N/N=C/c2cccc(Oc3ccccc3)c2)cnn1CC(O)c1ccccc1 (configuration not stated)
  82	64	81	92	86	82	81	73
24	O=C(Cn1cc(CSc2nnc3oc4ccccc4n23)nn1)Nc1cc(Cl)cc(Cl)c1
  99	x	x	101	104	95	x	111
25	Cn1ccnc1
  101	96	98	98	102	109	97	115
26	COC(=O)C1CCC(NNC(=O)c2ccncc2)=N1 (configuration not stated)
  123	104	102	113	95	92	100	105
27	O=C(CN1CCN(c2ccc(Cl)cc2)CC1)N1CCN(c2nnc(-c3ccc(Cl)cc3)c(-c3ccc(Cl)cc3)n2)CC1
  88	x	-41*	95	10	57	33	8.5*
28	COc1c(Br)cc(C(=O)c2ccccc2C(=O)c2cc(Br)c(OC)c(Br)c2)cc1Br
  99	73	x	96	97	89	103	94
29	O=C1C(SCc2ccc(F)cc2)=C(Cl)CN1c1ccccc1
  83	27	89	105	96	44	80	76
30	O=c1oc2c(Br)cc(Br)cc2cc1-c1cc(-c2ccc(-c3cc(-c4cc5cc(Br)cc(Br)c5oc4=O)nc(-c4cc5cc(Br)cc(Br)c5oc4=O)c3)cc2)cc(-c2cc3cc(Br)cc(Br)c3oc2=O)n1
  117	93	102	94	101	98	98	102
31	Ic1ccc2[nH]cc(SSc3c[nH]c4ccc(I)cc34)c2c1
  x	14	13	7.6*	8.2*	-29*	9.3*	3.9*
32	Cc1ccc(C(=O)O)cc1C#Cc1cnc2cccnn12
  94	116	96	100	110	83	96	109
33	CN(C)CCC(CCN(C)C)c1ccccn1
  110	89	105	108	110	95	107	x
34	CCOC(=O)c1c[nH]c2cc(C(F)(F)F)ccc2c1=O
  103	95	98	78	90	100	97	85
35	CC(C)C[C@@H]1N[C@@]2(C(=O)Nc3ccccc32)[C@@H](c2ccc(F)cc2)[C@@H]1C(=O)c1ccc(O)cc1
  102	74	77	82	85	92	90	91
36	COc1ccc(/C(=C/c2ccc3ccccc3c2)c2nn[nH]n2)cc1OC
  60	15	38	45	20	52	18	17
37	N#Cc1nccc2ccc(OCc3ccc(Br)cc3)cc12
  68	85	107	74	95	68	141	100
38	O=C(c1cc2cc(OCCCN3CCC3)ccc2[nH]1)N1C[C@@H](CCl)c2c1cc(OCc1ccccc1)c1ccccc21
  -76*	-9.3*	-15*	-41*	-18*	-9.1*	0.5*	-37*
39	Clc1cc(Cl)c(Cl)c(-c2nnc(-c3cccc(Cl)c3Cl)o2)c1
  x	x	99	106	250	74	85	136
40	COc1cc(/C=C2\SC(=O)N(Cc3ccc(-c4ccccc4C#N)cc3)C2=O)cc(OC)c1OC
  99	80	98	79	94	85	91	95
41	O=Cc1ccc2oc3ccccc3c2c1
  119	77	94	114	94	99	90	102
42	N#C/C(=C\c1ccc(F)cc1)C(=O)O
  113	93	104	110	106	103	106	107
43	C=CCNC(=S)NNc1nc(C)cc(=O)[nH]1
  101	103	102	92	x	104	102	104
44	CC(=O)NCCOC(=O)c1ccccc1
  122	95	96	109	91	102	98	94
45	CN1c2ccccc2[C@]2(Cc3ccccc3)Cc3ccccc3N[C@H]12
  115	91	90	97	92	94	92	99
46	Cc1cc(C2=NNC(=O)Cc3cc4c(cc32)OCCO4)cc(C)c1N
  9.5*	27	52	67	x	17	26	53
47	COc1cc(CCC[P+](c2ccccc2)(c2ccccc2)c2ccccc2)c(OC)c2c1OCO2
  -25*	x	44	-0.8*	38	9.9*	14	10
48	Cc1ccc(S(=O)(=O)N/N=C/c2cn(-c3ccc(F)cc3)nc2-c2ccc(S(C)(=O)=O)cc2)cc1
  97	107	106	104	103	96	102	106
49	CC(C)(C)C(=O)OCc1ccccc1
  108	91	93	105	106	100	100	114
50	O=C(O)c1ccc(Br)cc1
  95	103	109	104	89	102	115	x
51	C#CCNN1C(=Nc2ccccc2)NC(=O)/C1=C\c1ccc(OC)cc1
  98	109	107	108	103	97	103	102
52	C(=C\c1c[nH]c2ccccc12)/c1ccc2ccccc2n1
  68	67	12	56	15	64	52	45
53	C=CC(=O)Nc1nc(-c2cccc(NS(=O)(=O)c3cccc4c(N(C)C)cccc34)c2)cs1
  -88*	x	x	-64*	-32*	-82*	x	-36*
54	O=c1[nH]c(=O)n([C@H]2CC=C(CO)O2)cc1F
  85	31	63	65	65	34	72	54
55	C=C(C)[C@@H]1CC[C@]2(C(=O)Nc3cccnc3)CC[C@]3(C)[C@H](CC[C@@H]4[C@@](C)(CCC#N)[C@H](C(=C)C)CC[C@]43C)[C@@H]12
  79	78	69	81	76	53	56	40
56	CSc1oc(-c2ccccc2)nc1S(=O)(=O)c1ccc(C)cc1
  98	x	94	84	91	88	83	84
57	CC1(c2ccccc2O)NN=C(/N=C/c2cccc([N+](=O)[O-])c2)N1C(Cc1c[nH]c2ccccc12)C(=O)O (configuration not stated)
  103	88	93	80	82	77	90	81
58	O=C1CC(c2ccc3c(c2)OCO3)c2scc(-c3ccc(F)cc3)c2N1 (configuration not stated)
  44	71	78	80	80	93	63	62
59	CCCN(CCC)C(=O)C(c1ccccc1)C1(O)CCCC1 (configuration not stated)
  102	98	92	107	88	95	96	98
60	CS(=O)(=O)NC1CCCCC1
  109	97	105	108	x	106	92	114

More records follow.
Order of values: MDA-MB-468	SR	MOLT-4	MDA-MB-231	CCRF-CEM	MCF7	K-562	RPMI-8226
61	COC(=O)C1(CC(=O)c2ccc(C)cc2)NC(=S)NC(=O)C1C#N (configuration not stated)
  94	100	117	100	100	96	107	100
62	CCOCC(O)COc1ccc(/C(=C(\C)c2ccccc2)c2ccccc2)cc1 (configuration not stated)
  95	94	83	101	91	108	89	89
63	O=C(O)/C=C\C(=O)ONCc1ccccc1
  99	110	86	115	x	95	93	107
64	NC(N)=N/N=C\c1ccc(OCc2ccccc2)cc1
  x	75	74	66	72	17	36	83
65	Cc1cc[n+](CCC(N)=O)cc1
  118	91	98	94	98	101	x	101
66	CC(C)NCC(O)COc1cccc2ccccc12 (configuration not stated)
  113&86	93&83	106&95	93&80	88&93	95&97	117&93	76&92
67	O=c1c(-c2ccccc2)cocc1-c1ccccc1
  113	88	87	124	95	100	90	112
68	ON(Cc1ccccc1)Cc1ccccc1
  96	x	98	101	x	90	98	101
69	CCOC(=O)c1[nH]c(CN)c(C(=O)OCC)c1C
  105	149	155	85	91	74	145	79
70	O=C(O)c1cc(N=Nc2ccc(/C=C/c3ccc(N=Nc4ccc(O)c(C(=O)O)c4)cc3S(=O)(=O)O)c(S(=O)(=O)O)c2)ccc1O
  102	105	101	116	100	108	104	99
71	CCCC(C)(C)COC(=O)c1ccc(Cl)cc1
  101	97	100	105	81	92	104	84
72	C=CCn1cc(-c2nc3ccccc3s2)c2cc(-c3ccc4c5c(cccc35)C(=O)N(CCN(C)C)C4=O)ccc21
  99	94	99	106	103	91	99	111
73	CCCN1[C@@H]2CC[C@H]1/C(=C\c1ccc(OC)cc1OC)C1=C2[C@@H](c2ccc(OC)cc2OC)C(C#N)=C(N)O1
  48	31	34	66	45	57	30	29
74	CNc1nc(N)cc(Nc2ccc(Br)cc2)n1
  67	x	94	67	95	77	81	81
75	COC(=O)C(O)c1ccccc1 (configuration not stated)
  112	108	105	91	98	99	101	111
76	c1cc(Cc2ccsc2)cs1
  x	112	116	113	112	103	101	108
77	O=c1[nH]n(-c2nnc3n2N=C(c2ccccc2)CS3)c(=O)c2ccccc12
  102	112	100	114	101	94	98	103
78	Cc1ccc(NC(=O)CCC(=O)NS(=O)(=O)c2ccccc2)cc1
  88	88	102	106	105	89	106	104
79	O=C(Nc1ccc2c(O)c(N=Nc3ccccc3)c(S(=O)(=O)O)cc2c1)Nc1ccc2c(O)c(N=Nc3ccccc3)c(S(=O)(=O)O)cc2c1
  127	96	98	102	100	100	94	104
80	COc1cc(/C=C2\C(=O)N(c3c(Cl)cccc3Cl)c3ccccc32)cc(OC)c1OCCCCn1c2ccccc2c(=O)c2ccccc21
  113	79	75	90	104	89	83	100
81	Nc1cc(N)c2nc(-c3ccccc3)c(NCCc3ccc(Cl)c(Cl)c3)nc2c1
  x	x	-16*	-71*	-66*	-2.9*	-17*	-61*
82	O=NN(Cc1ccccc1)c1ccccc1
  98	101	92	98	87	95	112	x
83	Cc1cncc2c(=O)n(-c3ccccc3)n(C)c12
  95	95	98	106	101	91	92	98
84	O=C(N/N=C/c1cccc(O)c1)c1ccc(C(F)(F)F)nc1Nc1cccc(C(F)(F)F)c1
  x	-39*	-20*	-27*	-38*	3.8*	5.1*	-37*
85	C#Cc1cccc(Oc2ccccc2NC(=O)CCl)c1
  87[8.25 µM]	24[8.25 µM]	32[8.25 µM]	91[8.25 µM]	16[8.25 µM]	76[8.25 µM]	52[8.25 µM]	68[8.25 µM]
86	CCN(CC)Cc1c(C)[nH]c2ccc(NC(C)=O)cc2c1=O
  109	113	110	126	106	112	110	105
87	CCOC(=O)/C(C#N)=C\Nc1ccc2ncnc(Nc3ccc(Cl)cc3Cl)c2c1
  56	x	59	85	71	88	60	79
88	O=C(Nc1cccc2cccnc12)c1ccc(N2C(=O)[C@@H]3C4C=CC(C4)[C@@H]3C2=O)cc1
  106&95	104&97	82&84	79&94	104&92	89&90	111&97	105&88
89	Clc1ccc(-c2cn3cc(Cc4ccc(Cl)c(Cl)c4)sc3n2)cc1
  80	95	61	73	80	49	35	91
90	CCOC(C(=O)N(C)CCN(C)CCc1ccccc1)(c1ccccc1)c1ccccc1
  95	85	79	73	97	97	66	88
91	CCCCCCNC(=O)Oc1ccc(/C(=C(\C)c2ccc(OC)cc2)c2ccc(OCCN3CCCCC3)cc2)cc1
  76	0.8*	42	74	66	23	6.5*	45
92	COc1ccc2[nH]c(=O)c(/C=C/C(=O)c3ccccc3OC)cc2c1
  17	2.7*	11	0.3*	7.5*	10	4.2*	5.6*
93	Clc1ccc(/C=N\N=c2\scc(-c3ccc(Cl)cc3)n2/N=C/c2ccc(Cl)cc2)cc1
  115	93	92	101	97	94	x	106

Retrieved one by one from above, six records:
Order of values: MDA-MB-468	SR	MOLT-4	MDA-MB-231	CCRF-CEM	MCF7	K-562	RPMI-8226
86	CCN(CC)Cc1c(C)[nH]c2ccc(NC(C)=O)cc2c1=O
  109	113	110	126	106	112	110	105
82	O=NN(Cc1ccccc1)c1ccccc1
  98	101	92	98	87	95	112	x
90	CCOC(C(=O)N(C)CCN(C)CCc1ccccc1)(c1ccccc1)c1ccccc1
  95	85	79	73	97	97	66	88
93	Clc1ccc(/C=N\N=c2\scc(-c3ccc(Cl)cc3)n2/N=C/c2ccc(Cl)cc2)cc1
  115	93	92	101	97	94	x	106
89	Clc1ccc(-c2cn3cc(Cc4ccc(Cl)c(Cl)c4)sc3n2)cc1
  80	95	61	73	80	49	35	91
91	CCCCCCNC(=O)Oc1ccc(/C(=C(\C)c2ccc(OC)cc2)c2ccc(OCCN3CCCCC3)cc2)cc1
  76	0.8*	42	74	66	23	6.5*	45

Screens from PubChem.
